# Screening results from PubChem.
# Mdm2-MdmX inh – human Mdm2/MdmX binding inhibition; O15151+Q00987; 330,000 tested, 3% active; inhibition, % at 8 µM; SaOS-2 split-luciferase Mdm2/MdmX complementation, luminescence;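 active means inhibition of at least 50% at 8 µM in the primary screen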
# Target sequence (O15151 whole entry, looked up): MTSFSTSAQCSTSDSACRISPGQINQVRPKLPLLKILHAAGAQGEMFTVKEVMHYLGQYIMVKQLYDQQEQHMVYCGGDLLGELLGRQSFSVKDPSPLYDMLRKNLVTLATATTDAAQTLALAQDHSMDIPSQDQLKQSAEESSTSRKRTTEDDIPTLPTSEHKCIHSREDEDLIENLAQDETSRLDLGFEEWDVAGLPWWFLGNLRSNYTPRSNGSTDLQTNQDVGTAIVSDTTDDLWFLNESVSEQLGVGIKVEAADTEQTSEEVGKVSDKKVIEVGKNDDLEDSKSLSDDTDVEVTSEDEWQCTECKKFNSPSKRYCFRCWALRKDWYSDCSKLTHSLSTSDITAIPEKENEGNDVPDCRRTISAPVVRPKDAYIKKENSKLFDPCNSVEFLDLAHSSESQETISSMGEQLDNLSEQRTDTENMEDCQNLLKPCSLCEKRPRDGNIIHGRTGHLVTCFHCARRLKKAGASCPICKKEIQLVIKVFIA
# Target sequence (Q00987 whole entry, looked up): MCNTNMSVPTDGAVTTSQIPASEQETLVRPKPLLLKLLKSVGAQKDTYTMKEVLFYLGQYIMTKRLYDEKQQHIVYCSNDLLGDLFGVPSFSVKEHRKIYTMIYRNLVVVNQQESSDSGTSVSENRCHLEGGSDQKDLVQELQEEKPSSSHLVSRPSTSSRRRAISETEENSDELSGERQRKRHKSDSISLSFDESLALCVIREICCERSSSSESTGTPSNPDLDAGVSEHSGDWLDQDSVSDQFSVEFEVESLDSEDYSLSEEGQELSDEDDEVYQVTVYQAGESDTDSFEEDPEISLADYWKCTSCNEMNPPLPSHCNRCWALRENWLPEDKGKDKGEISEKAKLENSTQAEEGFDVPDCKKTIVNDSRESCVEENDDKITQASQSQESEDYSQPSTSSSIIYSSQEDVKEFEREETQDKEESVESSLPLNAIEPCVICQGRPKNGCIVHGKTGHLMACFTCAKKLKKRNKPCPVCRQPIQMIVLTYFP
# UPR XBP1 act – activators of adaptive arm of unfolded protein response (XBP1); CHO-XBP1 luciferase reporter, IRE1-XBP1 UPR activation, luminescence; percent of tunicamycin response, DMSO as zero; activation, % at 20 µM; 330,000 tested, 0.33% active;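 active means versus positive control, 20 µM dose yields 30% or more activation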;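 further: 100% = tunicamycin at 10 µg/mL and 0% = DMSO only wells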
#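 Material: CHO cell line with stable XBP1 luciferase reporter; schedule: 16-18 h cell attachment at 37 °C, then 6 h compound exposure; signal: glow luminescence from Steady-Glo reagent; medium: serum-containing F12 medium, 10% FBS; benchmarks: tunicamycin 10 µg/mL and vehicle-only wells; read-out: percent activation relative to tunicamycin reference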
# CCR6 antag – CCR6 (human) receptor antagonism | AID 493098 | 340,000 tested, 0.49% active | inhibition, % at 20 µM | CHO-K1 CCR6 PathHunter beta-arrestin, luminescence, CCL20-stimulated | P51684;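 active means compounds whose inhibition of the agonist-driven luminescence signal at 20 µM reaches about 50%, limit read from the data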;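 further: cells stimulated with CCL20 at 14 nM final; plate controls were DMSO with CCL20 for no effect and DMSO without agonist for full effect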
# 697 NFkB inh – lowers PMA/ionomycin-induced NF-kB signal in 697 B cells; 330,000 tested, 0.33% active; inhibition, % at 4 µM; AID 435022; 697 B-cell NF-kB luciferase reporter, 16 h; in the data active means inhibition above about 35%
# CXCR6 block – blocks human CXCR6 beta-arrestin recruitment | CHO-K1 PathHunter CXCR6 beta-arrestin, luminescence | inhibition, % at 20 µM | 360,000 tested, 0.36% active | O00574; in the data active means inhibition above about 34%, passing the limit was not always enough;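 further: antagonist mode with CXCL16 agonist at 10 nM final; 0% = 10 nM CXCL16 with DMSO and 100% = unstimulated wells without agonist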
# CHOP UPR activ – activators of apoptotic arm of unfolded protein response (CHOP) | AID 449763 | activation, % at 10 µM | CHO-CHOP luciferase reporter, UPR activation, luminescence; percent of tunicamycin response over DMSO baseline | 330,000 tested, 0.34% active;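 active means at 10 µM dose, activation of 40% or more, normalized to positive control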;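 further: 100% = tunicamycin at 10 µg/mL and 0% = DMSO alone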
#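 Material: CHO-CHOP cells, stable luciferase reporter of PERK-eIF2a-CHOP signalling; quantity: 500 reporter cells seeded per well; buffer or medium: F12 medium containing 10% fetal bovine serum; compound: one dose, 10 µM in 0.5% DMSO; incubation: 6 h compound treatment, 37 °C; measured by: Steady-Glo luciferase luminescence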
# EBI2 block – antagonists of human EBI2 receptor; 360,000 tested, 0.81% active; P32249; AID 651636; EBI2 beta-arrestin recruitment, luminescence, 7a,25-OHC stimulated; inhibition, % at 5 µM; in the data active means inhibition above about 38%;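 further: enzyme fragment complementation signal reports receptor beta-arrestin coupling in cells; 0% = agonist plus DMSO wells and 100% = wells without agonist; some results beyond the cut were filed as inactive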
# Gli-Sufu antag – blocks Gli-Sufu signaling in a luciferase reporter; Sufu-KO-LIGHT fibroblasts, Gli luciferase reporter luminescence; inhibition, % at 5 µM; 340,000 tested, 0.74% active;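 active means inhibition above about 55%, limit read from the data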;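 further: 0% = DMSO-treated cells and 100% = wells with medium but no cells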
# Jurkat NFkB inh – inhibitors of the PMA/ionomycin-induced NF-kB reporter in Jurkat cells | 330,000 tested, 0.53% active | inhibition, % at 4 µM | PMA/ionomycin-induced NF-kB luciferase reporter, luminescence; in the data active means inhibition above about 50%
# An asterisk follows results filed as active; x = not tested or not shown.
Molecule	Mdm2-MdmX inh	UPR XBP1 act	CCR6 antag	697 NFkB inh	CXCR6 block	CHOP UPR activ	EBI2 block	Gli-Sufu antag	Jurkat NFkB inh
Cc1ccc(C(=O)N/C(=C/c2ccco2)C(=O)Nc2cccc(C)c2)cc1	-17	2	12	10	1	3.0	1	-24	-1
Cc1ccsc1/C=N/NC(=O)c1ccc(-n2cccc2)cc1	1	5	7	-41	11	3.4	2	-21	-24
O=C(CNC(=O)c1ccc(Br)cc1)NC1CC1	13	-1	4	24	-5	-1.9	-4	9	2
COc1ccc(CN=C2NC(=O)CC(C(=O)Nc3cc(C)cc(C)c3)S2)cc1 (stereo not drawn)	-20	-2	-4	-16	-8	1.5	1	-3	1
O=C(Nc1ccc(NS(=O)(=O)c2ccccc2)cc1)c1cccnc1	14	0	7	10	-9	-0.2	6	-4	5
COc1ccccc1C(=O)CSc1nccn1C	5	3	-4	-14	-9	4.4	1	-21	-11
O=C(Nc1cc(S(=O)(=O)N2CCCCC2)ccc1N1CCOCC1)c1ccc(C(F)(F)F)cc1	29	-2	5	11	3	0.1	5	24	6
C/C(=N\Nc1nccnc1Cl)c1ccc(F)cc1	-11	1	19	-39	-1	2.7	-2	-16	-38
O=C(NCCc1ccc(Cl)cc1)C(=O)c1c[nH]c2ccccc12	9	3	-3	1	-14	-0.2	22	-2	1
CCCNC(=O)c1cn(CC)c2cc(N3CCN(C(=O)c4ccco4)CC3)c(F)cc2c1=O	30	-3	9	7	4	1.4	0	13	-19
CC1CCCCC1NCC(=O)Nc1ccccc1-c1ccccc1 (stereo not drawn)	-6	-1	16	-9	-3	3.7	4	-12	9
COc1ccc(-c2cc(C(=O)N3CCN(c4ncccn4)CC3)c3ccccc3n2)c(OC)c1	13	-1	4	11	3	-0.8	-7	2	-2
CCc1ccc(OCC(=O)Nc2ccc(S(=O)(=O)Nc3cc(C)on3)cc2)c(Br)c1	0	0	11	-2	0	-2.1	-4	2	1
CCOC(=O)c1c(NC(=O)CCN2C(=O)c3ccccc3C2=O)sc(C(=O)OC(C)C)c1C	-31	-1	-12	-19	11	1.7	9	8	1
CC(C)N1C(=O)CCN(C=O)c2ccccc21	-15	-1	12	3	-6	-0.7	1	1	2
CCOC(=O)C1(CCc2ccccc2)CCN(Cc2ccc(C(=O)OC)cc2)CC1	13	-3	22	-14	3	-2.0	-1	14	-4
Cc1nc(Cl)c(C(=O)NCc2ccccc2)c(C)c1[N+](=O)[O-]	7	-3	8	3	2	2.5	9	9	-4
CCCNC(=O)Cn1c(=O)oc2cc(S(=O)(=O)N3CC(C)CC(C)C3)ccc21 (stereo not drawn)	-9	-3	5	4	0	-1.3	0	-8	13
CCC(CC)NC(=O)Nc1ccc(F)cc1F	-19	1	-11	-5	8	-0.7	-1	-9	15
CC(OC(=O)CC1CC2CCC1C2)C(=O)Nc1cccc(S(=O)(=O)N2CCOCC2)c1 (stereo not drawn)	12	0	10	10	6	-2.2	-2	-9	-5
O=C(NCC(=O)N1CCN(Cc2ccc3c(c2)OCO3)CC1)c1ccccc1F	-8	-1	3	6	5	-0.5	0	6	14
Cc1c(NC(=O)CSc2nnnn2C)c(=O)n(-c2ccccc2)n1C	28	-1	25	14	-5	0.4	7	-24	5
Cc1ccc(C(=O)NC2c3ccccc3-c3ccccc32)cc1	59*	2	15	-24	-6	3.1	4	-2	60*
CCOC(=O)c1c(NC(=O)C2=C(C)NC(=S)NC2c2ccc(F)cc2F)sc(C)c1C (stereo not drawn)	14	0	-4	13	7	-0.7	86*	6	7
O=C(CCN1C(=O)c2ccccc2C1=O)NC1=NCCS1	16	-2	-14	18	-7	-1.8	-5	-1	8
CCc1nnc(NC(=O)CCC(=O)Nc2ccccc2)s1	20	1	-1	7	1	-2.3	-3	-4	-9
Clc1ccc(-c2cc(C3CCNCC3)[nH]n2)c(Cl)c1	25	3	5	-3	-9	2.1	0	12	-14
Cc1cc(NC(=O)c2ccc3c(c2)C(=O)N(Cc2cccnc2)C3=O)no1	18	1	12	0	6	-0.2	1	22	-8
CCN(c1ccccc1)S(=O)(=O)c1ccc(C(=O)N(CCN(C)C)c2nc3c(F)cc(F)cc3s2)cc1	32	-3	x	17	x	1.3	x	x	0
Cc1cccc(C(=O)OCC(=O)NN2C(=O)NC3(CCCCC3)C2=O)c1	10	0	-5	10	9	-1.5	-3	10	-12
O=c1cc(-c2ccc(Cl)cc2)oc(=O)[nH]1	2	-5	-8	-13	-2	2.0	1	9	-9
CC(C)Cc1nnc(NC(=O)CCc2ccccc2)s1	10	0	-1	-9	-13	3.4	-20	-9	-19
COc1ccc(C(=O)NCc2ccco2)cc1S(=O)(=O)NC1CC1	-14	-1	2	5	1	2.1	-5	0	-11
S=C1NCN(C2CCCCC2)CN1CCc1ccccc1	5	2	2	5	1	0.6	-2	3	-8
CN(CC(=O)Nc1ccccc1Cl)C(=O)COC(=O)c1ccc([N+](=O)[O-])s1	11	2	-13	-12	-4	1.1	-14	26	8
O=C(O)Cc1c(-c2ccccc2)c2cc(Br)ccc2[nH]c1=O	-2	1	-4	12	-2	1.6	-8	-6	1
CCOC(=O)C1CCN(CC(O)COc2ccc(C(C)(C)C)cc2)CC1 (stereo not drawn)	11	-2	5	20	1	0.3	7	6	18
COc1cc2c(cc1OC)C(NC(=O)C(F)(F)F)CNC2=O (stereo not drawn)	17	-2	8	-2	-5	-3.5	3	-14	-1
CC1CCCCN1C(=O)CSc1nnc2c(n1)[nH]c1ccccc12 (stereo not drawn)	28	-1	6	1	8	4.1	4	-24	6
Nc1nc(SCC(=O)OCc2ccccc2)[nH]c(=O)c1NC(=O)c1ccco1	7	-2	2	5	2	0.8	-2	-10	-7
CC(=O)Nc1ccc(C(=O)N2CCN(C(=O)c3ccco3)CC2)cc1	0	-2	-6	-3	1	-4.2	-14	-1	13
CN(C(=O)c1ccc(Br)o1)C1CCCCC1	-3	-5	10	3	5	2.9	4	-21	-5
Cc1nc(Cl)c2c(n1)NC(=O)CO2	24	-3	4	6	0	0.4	-2	-2	13
Cc1ccc(NC(=O)C(=O)N2CCCC2)cc1Cl	-122	1	7	-97	0	1.4	-9	-34	-102
COc1ccc(N2C(=O)CC(N(CCc3ccccc3)C(=O)c3ccccc3)C2=O)cc1 (stereo not drawn)	-2	-3	4	-5	-5	0.5	8	4	0
Cc1cccc(Oc2coc3cc(OC(=O)c4cncc(Br)c4)ccc3c2=O)c1	-47	2	-2	-30	1	3.2	-5	-23	-17
COc1ccc(/C=N/Nc2nncn2N)cc1Br	-12	6	-16	-13	-26	-0.1	-18	2	-4
Cn1c(SCC(=O)Nc2ccc(N3CCOCC3)c(Cl)c2)nnc1-c1ccccc1	18	0	2	15	x	-0.3	x	-3	-8
Cc1ccccc1C(=O)NCC(=O)N1CCN(C/C=C/c2ccccc2)CC1	-7	-1	11	13	-3	-0.5	8	2	14
CC(=O)Nc1ccc(S(=O)(=O)N2C(C)CCCC2C)cc1 (stereo not drawn)	14	2	-1	7	0	1.3	-12	8	-9
COc1ccc(-c2ocnc2C(=O)Nc2ccccc2N2CCCCC2)cc1	10	0	17	1	-7	1.3	-30	-2	2
O=C(CN1CCCCC1)Nc1ccccc1Cl	12	-4	14	2	-7	0.8	-12	-12	1
Cc1csc(Nc2ccc(Cl)cc2)[n+]1-c1ccc(Cl)cc1	23	-2	29	11	6	-0.3	13	-3	11
Nc1nnnn1N=C1CCCCC1	19	-1	10	18	4	-1.1	0	1	6
CCCC(C)NC(=O)COc1ccc(Sc2ccc(OCC(=O)NC(C)CCC)cc2)cc1 (stereo not drawn)	16	1	21	-28	4	-1.6	43*	24	25
Cn1c(CSCc2ccccc2)nnc1SCC(=O)Nc1ccc(C(=O)O)cc1	11	1	4	-3	4	3.8	0	0	0
CCCn1nc(C(=O)Nc2ccc3c(c2)OCCO3)c2ccccc2c1=O	20	1	5	-34	5	0.4	10	-20	-26
Cc1nn(CC(=O)Nc2ccc3c(c2)nc2n3CCN(C3CCCCC3)C2)c(=O)c2ccccc12	6	-2	3	20	6	2.7	1	2	-1
COc1cccc(CN(C(=O)c2cnccn2)C(C(=O)NC2CCCCC2)c2cc(OC)c(OC)c(OC)c2)c1 (stereo not drawn)	9	-3	7	12	-4	1.3	0	-17	11

# In the list so far, these contain an aryl thioether with sulfur outside any ring:
Molecule	Mdm2-MdmX inh	UPR XBP1 act	CCR6 antag	697 NFkB inh	CXCR6 block	CHOP UPR activ	EBI2 block	Gli-Sufu antag	Jurkat NFkB inh
COc1ccccc1C(=O)CSc1nccn1C	5	3	-4	-14	-9	4.4	1	-21	-11
Cc1c(NC(=O)CSc2nnnn2C)c(=O)n(-c2ccccc2)n1C	28	-1	25	14	-5	0.4	7	-24	5
CC1CCCCN1C(=O)CSc1nnc2c(n1)[nH]c1ccccc12 (stereo not drawn)	28	-1	6	1	8	4.1	4	-24	6
Nc1nc(SCC(=O)OCc2ccccc2)[nH]c(=O)c1NC(=O)c1ccco1	7	-2	2	5	2	0.8	-2	-10	-7
Cn1c(SCC(=O)Nc2ccc(N3CCOCC3)c(Cl)c2)nnc1-c1ccccc1	18	0	2	15	x	-0.3	x	-3	-8
CCCC(C)NC(=O)COc1ccc(Sc2ccc(OCC(=O)NC(C)CCC)cc2)cc1 (stereo not drawn)	16	1	21	-28	4	-1.6	43*	24	25
Cn1c(CSCc2ccccc2)nnc1SCC(=O)Nc1ccc(C(=O)O)cc1	11	1	4	-3	4	3.8	0	0	0
